# Screening results as filed in PubChem BioAssay.
# ALOX15B inhib – 15-hLO-2 (ALOX15B) enzyme inhibition. O15296. purified 15hLO-2, xylenol orange hydroperoxide absorbance. Potency, µM (series often up to 57.1 µM), inactives show at the highest dose activity change, negative = inhibition, most hits filed as inhibitors. 110,000 compounds, 0.56% hits. AID 881; further: potency means the concentration at half of the fitted maximal effect; nearly all actives have a fitted effect of over 60% in size; many of its hits are not listed in these tables
#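 Purified human 15hLO-2 (50 nM final) preincubated with compounds 15 min at room temperature in 25 mM Hepes pH 7.5, 0.01% Triton X-100, then 45 uM arachidonic acid added for 90 min; hydroperoxide detected via ferrous/xylenol orange, 573/405 nm absorbance ratio.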
# ALOX12 inhib – 12-hLO (ALOX12) enzyme inhibition; purified 12-hLO, xylenol orange hydroperoxide absorbance; AID 1452; 150,000 compounds, 0.12% hits; Potency, µM (titrated, usually from 57.1 µM), without a hit: at the top dose activity change, negative = inhibition, usual class: inhibitors; further: potency means the concentration at half of the fitted maximal effect; nearly all actives have a fitted effect of over 55% in size; many of its hits are not listed in these tables
# Target sequence (P18054 whole entry, looked up): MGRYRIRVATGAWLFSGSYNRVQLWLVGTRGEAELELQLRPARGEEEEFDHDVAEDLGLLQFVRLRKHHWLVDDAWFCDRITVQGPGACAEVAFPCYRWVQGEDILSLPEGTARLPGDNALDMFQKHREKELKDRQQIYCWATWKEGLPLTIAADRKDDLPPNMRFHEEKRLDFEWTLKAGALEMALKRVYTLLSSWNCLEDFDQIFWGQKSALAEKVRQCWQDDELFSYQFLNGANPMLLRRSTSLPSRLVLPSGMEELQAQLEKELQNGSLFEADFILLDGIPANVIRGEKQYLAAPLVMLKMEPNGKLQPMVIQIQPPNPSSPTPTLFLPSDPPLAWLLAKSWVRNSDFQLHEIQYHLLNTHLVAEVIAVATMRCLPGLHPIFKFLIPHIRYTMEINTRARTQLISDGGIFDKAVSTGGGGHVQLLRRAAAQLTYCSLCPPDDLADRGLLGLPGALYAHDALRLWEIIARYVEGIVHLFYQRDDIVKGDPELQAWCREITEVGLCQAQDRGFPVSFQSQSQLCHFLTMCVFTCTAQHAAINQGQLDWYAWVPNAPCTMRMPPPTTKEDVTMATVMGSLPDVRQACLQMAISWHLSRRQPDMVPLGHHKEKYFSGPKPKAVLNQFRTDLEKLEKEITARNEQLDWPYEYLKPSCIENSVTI
#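 Lipoxygenase turnover measured by absorbance at 573 and 405 nm after Fe-XO development. Human 12hLO 150 nM, arachidonate 40 uM, pH 7.0 Hepes buffer with detergent; 15 min compound preincubation, 30 min reaction.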
# PNC assembly inh – blocks assembly of the perinucleolar compartment | PC3M PTB-GFP, PNC prevalence imaging, 16 h; stronger effect = lower value | activity change (PNC), negative = inhibition, % at 10 µM | 140,000 compounds, 3.1% hits | AID 2417;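 active means readout at or below -70, meaning at least 70% loss of cells showing the perinucleolar compartment, a nuclear body marking cancer cells; inconclusive means readout between -30 and a set limit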;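 further: plate controls were DMSO wells for no effect and camptothecin positive control wells for full effect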
#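 PC3M cells stably expressing PTB-GFP, 750–1000 cells/well, treated 16 h at 37 °C with compound (23 nl of library stock), in duplicate. After paraformaldehyde fixation and Hoechst stain, imaged at 20x; PNC prevalence scored by image analysis.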
# IMPase cell inh – membrane-permeable compound that blocks inositol monophosphatase; P97697; CHO-M1 cells, IP1 accumulation, HTRF TR-FRET ratio; inhibition (IP1 accumulation), % at 46.1 µM; 120,000 tested, under 10 active; AID 901; active means well fitted curve in the direction sought with a large enough effect in the signal ratio, not every such curve was filed as active; inconclusive means small, poorly fitted or top-dose-only effect, or a change in a side signal; inactive means no such curve, though single readings can be large or run the other way; the % refers to the signal ratio;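 further: cells stimulated with carbachol in lithium chloride buffer; plate controls were DMSO basal wells for no effect and reference inhibitor wells for full effect; higher means more IMPase inhibition seen as more IP1 and lower FRET ratio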
# Target sequence (P97697 whole entry, looked up): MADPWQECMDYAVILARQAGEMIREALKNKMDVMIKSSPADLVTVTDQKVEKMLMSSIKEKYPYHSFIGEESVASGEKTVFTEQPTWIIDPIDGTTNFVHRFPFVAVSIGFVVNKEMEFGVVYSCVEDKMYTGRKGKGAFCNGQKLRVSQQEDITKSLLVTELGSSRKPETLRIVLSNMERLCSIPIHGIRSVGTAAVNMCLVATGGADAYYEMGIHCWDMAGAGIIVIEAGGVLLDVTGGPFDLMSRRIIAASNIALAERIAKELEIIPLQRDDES
#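 Measured: the HTRF emission ratio (665/620 nm) plus the 620 nm donor channel, each fitted to the Hill equation to give AC50. Cells were CHO-M1 given compounds up to 46 uM and a 30 min carbachol stimulation at 37C.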
# * marks the source's active call; other numbers are inactive results; ? = inconclusive; nt = not tested or not shown; & = joins results of further samples; [ ] = another dose, or the depositor's remark. Unless noted, the call rests on the fitted dose curve; in most records, active means well fitted curve in the direction sought with a large enough effect; inconclusive means small, poorly fitted or top-dose-only effect, or another doubt; inactive means no such curve, though single readings can be large; an effect the other way counts as inactive or inconclusive. Unless noted, on the % scale 0 is the no-effect control and ±100 the full control effect.
ALOX15B inhib,ALOX12 inhib,PNC assembly inh,IMPase cell inh,Compound
-2%,-8%,39,-3,O=C1/C(=N\O)Cc2ccccc21
6%,-1%,24,1,CCOc1ccc(CCNC(=O)Cc2nn[nH]n2)cc1OCC
-19%,-2%,nt,nt,O=C(O)CNC(=O)c1ccc(CO)o1
nt,0%,-13,-8,Cc1ccc(NC(=O)CSc2nnc(C)c(=O)n2N)c(C)c1
-4%,-6%,28,-2,O=C(CN1C(=O)c2ccccc2C1=O)N1CCCCC1
6%,-8%,59,5,COC(=O)c1c(C)oc2cc(Br)c(OCC(=O)C(C)(C)C)cc12
2%,-3%,-26,-17,Cn1c2c(c3ccccc31)CCSC2=O
6%,1%,40,9,CCOC(=O)c1sc(NC(=O)CSc2nnc(C(C)C)n2CC)nc1C
-2%[11.4 µM],-2%,-29,4[1.84 µM],COc1c(OC(C)=O)ccc(/C=C/c2ccc3ccccc3n2)c1[N+](=O)[O-]
13%,-5%,?,11,CCOc1ccc(Nc2nc(Cc3nnc(SCC(=O)c4ccc(C)c(C)c4)o3)cs2)cc1
32%&32%[activator],-3%&5%,nt,-6&-3,O=S(=O)(c1cccc2c(Cl)cccc12)N1CCCNCC1
5µM*,-5%,30,13,CCC1=NNc2cccc3c(OC)ccc1c23
6%,-21%,?,9,CCOc1cc(S(=O)(=O)n2cc(-c3ccc(F)cc3)c(N)n2)cc(OCC)c1OCC
-9%,-5%,9,7,O=C1[C@@H]2[C@H](C(=O)N1Cc1ccco1)[C@H]1C=C[C@@H]2C1
0%,-3%,26,-5,CCOC(=O)Cn1c(C)cc(=O)c2cccc(C)c21
-29%,-14%,?,-2,Cc1cc(C)n(CCc2nc(-c3ccc(C)o3)cs2)n1
0%,0%,-10,-7,CCCNC(=O)C1CC(=O)N(c2ccc(OCC(=O)Nc3cccc(C)c3C)cc2)C1 (stereo not given)
nt,0%,18,nt,Cc1cc(NC(=O)CN2C(=O)NC3(CCCCC3)C2=O)no1
-5%,-3%,-22,-3,CCOC(=O)N1CCN(S(=O)(=O)c2ccc3c(c2)CCN3C(=O)CC)CC1
?,?,-22,-7,O=c1c2c3nc4ccccc4nc3n(Cc3ccccc3)c2ncn1Cc1ccco1
nt,-2%,9,-1,CCc1ccccc1NC(=O)c1cnccn1
-9%,-5%,-11,5,CCOC(=O)C1CCCCN1Cc1ccc(C(F)(F)F)cc1 (stereo not given)
-15%,-3%,16,4,O=[N+]([O-])c1ccc(/C=N/Nc2cc(Cl)nc(-c3ccccc3)n2)cc1
nt,2%,33,nt,CCOCCCNc1nc2c(-c3ccccc3)nnn2c2ccccc12
-5%,1%,35,13,O=C(Nc1ccc(N2CCN(C(=O)c3ccc(Cl)cc3)CC2)cc1)c1cc2ccccc2o1
3%,3%,14,3,COc1ccccc1CNC(=O)C1CCN(c2nc3ccccc3o2)CC1
-5%,0%,16,0,CCN1C(=O)CSC1=NC12CC3CC(CC(C3)C1)C2
-3%,1%,47,-3,CC1=CC=CC2=NC(=O)CC(C)(C(=O)N(CC(=O)NC(C)C)C3CCCC3)N12 (stereo not given)
nt,-3%,?,nt,CCOc1cc(/C=N/O)ccc1OCc1ccc([N+](=O)[O-])cc1
nt,-3%,-7,nt,O=C(CNC(=O)c1ccc(Cl)cc1)NCC(F)(F)F
nt,-2%,2,nt,Cn1cccc1/C=C1\SC(=O)N(c2ccc(O)cc2)C1=O
-8%[2.29 µM],6%,21,-1,CCCn1c(SCC(=O)Nc2nnc(-c3ccccc3)s2)nnc1-c1ccccn1
1%,-9%,?,6,O=C(N/N=C/c1ccc2c(c1)OCO2)/C(=C/c1ccc2c(c1)OCO2)NC(=O)c1ccccc1
-8%,-6%,?,8,O=C(CSc1nc2ccccc2n1CCc1ccccc1)NC1CCS(=O)(=O)C1 (stereo not given)
-1%,-3%,8,-1,CN(C)c1ccc(P(=O)(OC2CCCCC2)C(O)c2cccnc2)cc1 (stereo not given)
-2%,2%,15,-11,COc1ccc(C2Sc3nncn3N2Cc2ccc(C#N)cc2)cc1 (stereo not given)
-9%,-7%,35,?,O=c1cc2c(nn1Cc1cccc(Cl)c1)-c1ccccc1CC2
-2%,0%,20,9,CCc1c(C)nc(SCC(=O)c2cccs2)c(C#N)c1C
nt,-5%,28,-5,CCCCc1c(C)nc2ccccc2c1SCCC#N
7%,0%,27,2,O=C(NC1CCN(C(=O)NC2CCCCC2)CC1)c1ccco1
nt,-18%,53,nt,CCSC1=N/C(=C\c2ccc(OC)cc2)C(=O)N1
nt,0%,9,nt,COc1cc(C(=O)NC(=S)Nc2ccc3c(c2)C(=O)N(C)C3=O)cc(OC)c1OC
nt,-5%,101,4,CCOC(=O)c1c(C)n(C)c2ccc(OCC(O)Cn3nc(C)c(Br)c3C)cc12 (stereo not given)
-5%,-1%,11,8,O=C1c2ccccc2C(=O)c2c1cccc2N1CCOCC1
nt,2%,6,nt,Cc1ccc(-c2csc(/C(C#N)=C/Nc3ccccc3SC(F)(F)F)n2)c(C)c1
nt,-2%,19,0,CC(=O)c1ccc(NC(=O)C2Cc3ccccc3CN2C(=O)c2ccccc2)cc1 (stereo not given)
-8%,-2%,?,4,CCOc1cc(C(=O)OCC(=O)c2c(C)[nH]c3ccccc23)ccc1OCC(=O)N1CCOCC1
nt,5%,85,6,COc1ccccc1NS(=O)(=O)c1cc([N+](=O)[O-])ccc1N/N=C/c1sc(N2CCOCC2)nc1-c1ccccc1
nt,3%,-13,nt,Nc1nc(Sc2ccc(C(F)(F)F)cn2)n[nH]1
-6%,0%,10,-11,O=C(O)C1CCCCC1C(=O)NCCc1ccccc1 (stereo not given)
nt,-1%,14,nt,COC(=O)C1=C(C(=O)OC)C(c2ccccc2O)c2sc(=O)[nH]c2S1 (stereo not given)
nt,-7%,-12,5,O=C(/C=C/c1cccs1)Nc1ccc([N+](=O)[O-])cc1
-1%,-1%,nt,nt,CC(C)NC(=O)N1CC[C@@]2(CCCN(C(=O)c3cc(C(F)(F)F)cc(C(F)(F)F)c3)C2)C1
nt,-4%,?,-5,C/C(=N\Nc1ncc(Cl)cc1Cl)c1ccc(OC(F)F)cc1
17%,0%,-17,8,N#Cc1cccc(NC(=O)COc2ccc(-n3ccnc3)cc2)c1
8%,-6%,-7,3,Cc1nnc2ccc(Oc3ccc(-c4ccccc4)cc3)nn12
5%,-4%,9,-2,CC(=O)N1CCN(C(=O)CNc2cc(C(F)(F)F)ccc2OCC(F)(F)F)CC1
nt,2%,-20,9,CC(/C=N/NC(=O)Cn1cnc2ccccc21)=C\c1ccccc1
nt,-1%,1,nt,Cc1ccc(-c2csc(NC(=O)C3CCN(S(=O)(=O)c4cccs4)CC3)n2)cc1
0%,4%,20,7,Cc1onc(-c2ccccc2)c1C(=O)Nc1ccnn1C1CCCCC1

# Next results follow:
ALOX15B inhib,ALOX12 inhib,PNC assembly inh,IMPase cell inh,Compound
-1%,-2%,?,1,CCc1nc(N2CCOCC2)c(C#N)c2c1CCCC2
-19%,1%,?,9,CN=Cc1cc(-c2ccccc2)sc1O
nt,3%,10,nt,O=C(NCc1cccnc1)c1csc2c1CCCC2
0%,-22%,?,7,O=C(C/C=N/OCc1ccc(Cl)cc1Cl)c1ccccc1
13%,-12%,12,4,O=C(CCc1nc2cccnc2n1Cc1ccccc1)NCCc1ccc(Cl)cc1
13%,-6%,-8,3,COc1ccc(-c2cc(C(F)(F)F)nc(N3CCN(C)CC3)n2)cc1OC
15%,-1%,?,8,CCOC(=O)c1cnc(SCc2cccc(C)c2)nc1N
7%,2%,-4,0,O=C(O)C1CSC(c2ccncc2)N1 (stereo not given)
nt,-6%,-13,?,CCCCN(CCCC)C(=O)CSc1nnc2n(C)c(=O)c3c4c(sc3n12)CCCC4
-1%,0%,?,?,O=C1c2ccccc2C(=O)c2c1ccc(C(=O)N1CCCCC1)c2NCCO
nt,-6%,-11,-6,Cc1nn(C)c(C)c1S(=O)(=O)N(CC(=O)NCc1ccco1)c1ccc(C(C)C)cc1
4%,-4%,nt,nt,CCC/C=C(\CCC)C(NC(=O)OCC(C)C)c1ccccc1 (stereo not given)
47%[activator],-8%,-13,?,N=c1n(CCN2CCCCC2)c2ccccc2n1CC(O)c1cccc(Br)c1 (stereo not given)
-5%[11.4 µM],3%[11.4 µM],nt,nt,CN(C)CN1C(=O)S/C(=C2/C(=O)N(CN(C)C)c3ccccc32)C1=O
nt,-1%,21,5,CCC(C)c1ccccc1NC(=O)COC(=O)c1ccc2c(c1)S(=O)(=O)c1ccccc1C2=O (stereo not given)
4%,-3%,-6,3,O=C(O)CCN1C(=O)c2ccncc2C1=O
-6%,-4%,-16,-5,CC(C)CNC(=O)c1cccc(Cn2cc(Cl)cn2)c1
-6%,0%,-8,1,Cc1ccc(NS(=O)(=O)c2ccc(NC(=O)[C@@H]3CCCC[C@@H]3C(=O)O)cc2)c(C)c1
-5%[11.4 µM],0%[11.4 µM],nt,nt,Nc1nccc(Nc2ccc(S(N)(=O)=O)cc2)n1
?,-13%,?,-2,CN1c2ccccc2C(C)(C)C12C=Cc1cc(O)ccc1O2 (stereo not given)

# Molecules above that have bromine:
ALOX15B inhib,ALOX12 inhib,PNC assembly inh,IMPase cell inh,Compound
6%,-8%,59,5,COC(=O)c1c(C)oc2cc(Br)c(OCC(=O)C(C)(C)C)cc12
nt,-5%,101,4,CCOC(=O)c1c(C)n(C)c2ccc(OCC(O)Cn3nc(C)c(Br)c3C)cc12 (stereo not given)
47%[activator],-8%,-13,?,N=c1n(CCN2CCCCC2)c2ccccc2n1CC(O)c1cccc(Br)c1 (stereo not given)

# Following part:
ALOX15B inhib,ALOX12 inhib,PNC assembly inh,IMPase cell inh,Compound
16µM*,-18%,9,-6,Cc1c(C(C)(C)C)c(C=S)n2ccccc12
nt,-1%,-11,nt,CC(=O)NS(=O)(=O)c1ccc(NC(=O)CCc2ccccc2)cc1
1%,-3%,-2,-2,COc1ccc(NC(=O)C2C(=O)N(CCO)C3(C)CC2c2ccccc2O3)cc1 (stereo not given)
nt,-4%,-20,2,CC(=O)NC(CCS(C)(=O)=O)C(=O)Nc1ccc(Oc2ccccc2)cc1 (stereo not given)
nt,-3%,7,-9,O=C(Nc1cccc([N+](=O)[O-])c1)c1ccncc1
-7%,-1%,21,-1,CCCCCOc1ccccc1C(=O)NCC(=O)O
6%,11%,-4,-3,COc1ccc(OCCN(C)Cc2ccccc2)cc1
12%,-3%,50,-2,C=CCc1ccc(OCCOCCOc2cccc3ccc(C)nc23)c(OC)c1
4%,5%,-5,0,CCc1ccccc1N1CC23C=CC(O2)C(C(=O)O)C3C1=O (stereo not given)
-2%,-2%,-25,-18,O=C(NCC1CCCO1)C1CCN(S(=O)(=O)c2cccnc2)CC1 (stereo not given)
nt,2%,-5,nt,O=C(CSC1=N/C(=C/c2ccc(Cl)c(Cl)c2)C(=O)N1c1ccccc1F)NC1CC1
nt,-5%,17,nt,Cc1cc(C)n2cc(COc3ccc4ccccc4c3)nc2n1
-1%,-4%,?,-6,O=C1/C(=C/c2cccnc2)Oc2cc(OS(=O)(=O)c3ccc(Cl)cc3)ccc21
0%,-4%,?,7,CCOc1ccc2nc(SCC(=O)NCc3ccco3)sc2c1
nt,4%,?,6,O=c1c2ccccc2nc(COc2ccccc2)n1/N=C/c1c[nH]c2ccccc12
-6%,-3%,6,10,CCOc1cccc(C2C(C#N)=C(N)Oc3cc(C)n(Cc4ccccn4)c(=O)c32)c1OCC (stereo not given)
1%,-1%,39,-1,Cc1cc(C(=O)OCC(=O)Nc2ccccc2F)c(C)o1
nt,-3%,62,nt,COc1cc(/C=N/NC(=O)CC2(C)OCCCO2)ccc1OCc1ccc(Cl)cc1Cl
9%,3%,1,6,Cc1cc(C(=O)OCC(=O)NC(=O)NC(C)(C)C)c(C)o1
10%,-2%,31,0,CCC(C)(C)n1nnnc1C(CC(C)C)N1CCC(C(N)=O)CC1 (stereo not given)
-16%,-2%,23,6,COc1ccc(OCC(=O)OCCN2C(=O)c3ccccc3C2=O)cc1

# An excerpt (hit frequency here may not be typical).
